Screening data: PubChem, National Center for Advancing Translational Sciences (NCATS)
GAA spleen mod – inhibits or activates alpha-glucosidase in human spleen homogenate. Potency, µM (top dose mostly 79.9 µM), for the others: top-dose activity change, negative = inhibition, usual class: inhibitors. AID 2112. actives 0.006% (n = 240,000). human spleen homogenate, 4-MU-alpha-glucoside fluorescence. P10253;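 note: potency is the fitted concentration of half-maximal effect; 0% = enzyme with vehicle and -100% = no enzyme basal signal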
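AC50 values come from Hill-equation fits of concentration-response data, normalized to no-enzyme and full-activity controls. Enzyme source: 1 ug human spleen homogenate; 1 mM fluorogenic 4-MU glucoside, pH 5.0 citrate buffer, 37 C, 40 min.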
HTT aggregate – mutant huntingtin aggregation inhibition | PC12 HttQ103-GFP aggregates, Acumen cytometry, 40 h | Potency, µM (doses to about 46.1 µM), inactives show top-dose activity change, negative = inhibition, hits mostly inhibitors | actives 1.1% (n = 220,000); note: potency is the fitted concentration of half-maximal effect; % is set by controls: 0 for no effect and ±100 for the full control effect; nearly all actives have a fitted effect of over 60% in size
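Multiplexed with ATP-based cell death, this channel scores GFP aggregates in PC12 cells expressing inducible HTTex1-Q103-GFP. Induction used 100 nM tebufenozide; compounds were tested in concentration series.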
HTT ATP protect – protects HTT-Q103 PC12 cells, measured by ATP; PC12 HTT-Q103 induced, cytoprotection, ATP luminescence, 40 h; Potency, µM (doses to about 56.4 µM), without a hit: cytoprotection (ATP increase), most hits filed as activators; actives 0.14% (n = 230,000); AID 1471;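 note: potency is the fitted concentration of half-maximal effect; % of control where 0% means no effect; nearly all actives have a fitted effect of over 45% in size; toxic huntingtin expression switched on by the ecdysone agonist tebufenozide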
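Compounds added alongside 100 nM tebufenozide, which induces toxic Q103 huntingtin exon 1-GFP in stable PC12 cells; surviving cells quantified by luminescent ATP measurement. Medium: phenol red-free DMEM, 5% equine and 5% calf serum.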
GAA inh – inhibitors of human lysosomal alpha-glucosidase; purified human GAA, 4-MU-alpha-glucoside fluorescence; Potency, µM (top dose mostly 76.9 µM), inactives show at the highest dose activity change, negative = inhibition, hits mostly inhibitors; actives 0.005% (n = 200,000); AID 1466;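 note: potency is the fitted concentration of half-maximal effect; plate controls were uninhibited enzyme wells for no effect and no-enzyme background for full effect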
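Fluorogenic assay: 4 nM human alpha-glucosidase with 400 uM 4-methylumbelliferyl-alpha-D-pyranoside in 50 mM citrate/phosphate, 0.005% Tween-20, pH 5.0, 20 min at room temperature. Compounds tested up to 77 uM; AC50 from Hill fits.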
GAA glycogen mod – GAA glycogen-cleavage inhibition or activation. recombinant GAA, glycogen substrate, Amplex Red glucose oxidase fluorescence. AID 2100. P10253. Potency, µM (highest dose often 76.4 µM), for inactives: at the highest dose activity change, negative = inhibition, hits mostly inhibitors. actives 0.38% (n = 300,000);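 note: potency is the fitted concentration of half-maximal effect; 0% = full enzyme reaction and -100% = no-enzyme basal signal; the screen sought inhibitors and activators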
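Recombinant enzyme (4 nM final) with compounds titrated up to 77 uM and bovine liver glycogen (30 ug) in citrate pH 5.0, 0.01% Tween-20, 37 C 40 min. Released glucose detected by Amplex Red/glucose oxidase (Ex 573/Em 610); AC50 from Hill fits.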
CBFb RUNX1 block – blocks binding between human CBF-beta and RUNX1. Potency, µM (top dose mostly 59.8 µM), for inactives: at the highest dose activity, negative = inhibition, hits mostly inhibitors. 230,000 tested, under 10 active. AlphaScreen CBFb-His/RUNX1-biotin binding, biochemical; note: % of control where 0% means no effect
Target sequence (Q01196 whole entry, looked up): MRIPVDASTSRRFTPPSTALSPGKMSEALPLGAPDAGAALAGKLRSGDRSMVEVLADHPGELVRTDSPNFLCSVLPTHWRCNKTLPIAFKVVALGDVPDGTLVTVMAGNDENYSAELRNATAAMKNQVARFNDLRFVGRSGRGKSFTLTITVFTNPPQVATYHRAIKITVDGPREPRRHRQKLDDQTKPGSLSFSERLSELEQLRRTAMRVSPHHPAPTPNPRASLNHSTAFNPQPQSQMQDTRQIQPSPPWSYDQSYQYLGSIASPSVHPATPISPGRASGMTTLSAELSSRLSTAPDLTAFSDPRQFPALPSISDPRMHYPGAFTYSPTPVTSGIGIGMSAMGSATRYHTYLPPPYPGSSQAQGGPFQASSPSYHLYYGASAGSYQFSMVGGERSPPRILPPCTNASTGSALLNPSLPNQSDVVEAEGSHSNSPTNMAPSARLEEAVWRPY
Target sequence (Q13951 whole entry, looked up): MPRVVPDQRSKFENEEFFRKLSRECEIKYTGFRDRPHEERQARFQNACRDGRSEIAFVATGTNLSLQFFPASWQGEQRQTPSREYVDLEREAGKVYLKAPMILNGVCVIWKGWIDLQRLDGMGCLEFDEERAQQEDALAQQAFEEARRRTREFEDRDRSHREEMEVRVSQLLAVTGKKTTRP
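Interaction loss through any mechanism counts as activity. Pre-formed complex of His-CBF-beta and biotin-RUNX1 (30 nM apiece) is incubated with compound 15 min, then with 50 ng nickel and 50 ng streptavidin beads for 90 min before AlphaScreen detection.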
LMNA splice mod – modulators of lamin A splicing. Potency, µM (series often up to 46.1 µM), for the others: at the highest dose ratio change, negative = inhibition, usual class: inhibitors. actives 0.01% (n = 200,000). AID 1487. HeLa LMNA splicing GFP/RFP minigene ratio, 48 h; active = well fitted inhibition curve with a large enough effect in the signal ratio, with a control signal flat, not every such curve was filed as active; inconclusive = small, poorly fitted or top-dose-only effect, or effect the other way, or a change in a side signal; the % refers to the signal ratio; note: potency is the fitted concentration of half-maximal effect; % is set by controls: 0 for no effect and ±100 for the full control effect
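S3 HeLa cells stably expressing lamin A-EGFP splicing minigene plus DsRed2, 600 cells/well, 48 h compound exposure at 37C. Laser-scanning cytometry; analysed as GFP (500-530 nm)/RFP (575-640 nm) total intensity ratio; 0.5% DMSO vehicle.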
The depositor's hits bear a star; ? = inconclusive; nt = not tested or not shown; [ ] = dose if it differs, or a comment. Unless noted, calls come from the whole dose curve; as a rule, active = well fitted curve in the direction sought with a large enough effect; inconclusive = small, poorly fitted or top-dose-only effect, or another doubt; inactive = no such curve, though single readings can be large; an effect the other way counts as inactive or inconclusive. Not a hit list; 1.5% or so of the library scored in one or more.

Order of values – GAA spleen mod	HTT aggregate	HTT ATP protect	GAA inh	GAA glycogen mod	CBFb RUNX1 block	LMNA splice mod
Cc1c(C(=O)O)sc2ncnc(N3CCCCC3C)c12 (stereo not drawn)
→ 5%	-25%	-11%	0%	7%	4%	-13%
CCN(CC)S(=O)(=O)c1cccc(NC(=O)CN(C)C2CCCCC2)c1
→ -11%	-13%	nt	-20%	11%	6%	nt
CC(Sc1nc(-c2ccccc2)cc(C(F)(F)F)n1)C(=O)NCc1ccco1 (stereo not drawn)
→ 4%	20%	9%	-10%	3%	3%	-4%
C=CCN(CC(=O)Nc1c(C)cccc1CC)C(=O)SCCC
→ 8%	10%	-9%	0%	-2%	3%	1%
c1ccc(-c2ccc(-c3nccc4ccccc34)[nH]2)cc1
→ 9%	-14%[9.22 µM]	-37%[10 µM]	nt	2%	?	nt
CN(C(=O)CO/N=C/c1ccc(OC(F)F)cc1)C1CCS(=O)(=O)C1 (stereo not drawn)
→ -20%	5%	-27%	-1%	4%	10%	4%[46 µM]
Nc1sccc1C(=O)c1ccc(Cl)cc1
→ 3%	-19%	-27%[10 µM]	-9%	2%	-7%	14%
CN(CC(=O)Nc1ccc(F)cc1)c1ccc(S(=O)(=O)N2CCCC2)cn1
→ 7%	-3%	-1%[10 µM]	1%	17%	-9%	nt
CCCS(=O)(=O)c1nc(S(=O)(=O)c2ccc(C)cc2)c(NCCN2CCOCC2)s1
→ -4%	-10%	-16%	6%	0%	1%	2%
COc1ccc(-n2c(=O)cc(N3CCCCCC3)[nH]c2=O)cc1
→ 1%	-1%	-8%	-11%	3%	0%	5%
COc1ccc(Cn2nnnc2C(c2cc3cccc(C)c3[nH]c2=O)N2CCOCC2)cc1 (stereo not drawn)
→ 4%	?	13%[10 µM]	1%	-2%	6%	12%
Cc1ccc(CN(c2ccc(C(=O)NCc3ccccn3)cc2)S(C)(=O)=O)cc1
→ 6%	26%	9%	1%	12%	-5%	-2%
Cc1cc(C(=O)NCCc2ccc(Cl)cc2)n(-c2ccccc2)n1
→ -11%	-7%[9.22 µM]	11%[10 µM]	nt	-7%	8%	nt
Cn1nc(C(C)(C)C)c([N+](=O)[O-])c1C(N)=O
→ 0%	17%[9.22 µM]	-3%[10 µM]	nt	7%	5%	nt
COc1cccc(C(=O)Nc2nc(-c3ccncc3)cs2)c1
→ 2%	3%	-25%	-5%	2%	?	3%[9.22 µM]
COc1ccccc1-c1c(C)nn2c(NCCN3CCCC3)cc(C)nc12
→ -14%	2%	9%[10 µM]	1%	-7%	6%	-14%
CC(=O)N1N=C(N)SC1(C)C
→ -3%	17%	12%	-1%	3%	2%	?
CCCn1c(SCc2nc(N)nc(N3CCCCC3)n2)nc2c1c(=O)n(C)c(=O)n2C
→ 4%	-8%	-30%	5%	0%	8%	5%[9.22 µM]
COc1ccc(C2=N[C@H](c3ccccc3)CO2)cc1
→ -10%[119 µM]	nt	-64%[inhibitor][96.6 µM]	nt	nt	5%[89.1 µM]	nt
CCOC(=O)c1cnn(-c2ccc(Cl)cc2)c1C1CCN(C(=O)OC(C)(C)C)CC1
→ -33%	-26%	-15%	?	0%	-5%	?
CCS(=O)(=O)c1ccc2oc(SCC(=O)Nc3ccc(OC)cc3)nc2c1
→ nt	2%	-38%[inhibitor]	5%	4%	15%	nt
O=C(c1cnc2n(c1=O)CCS2)N1CCc2ccccc21
→ -1%	-12%	6%[10 µM]	1%	5%	0%	-7%
O=C(Nc1nnc(-c2ccco2)s1)C1CCN(S(=O)(=O)c2ccc(Cl)cc2)CC1
→ -4%	18%	-14%[10 µM]	-7%	-5%	-11%	5%
N#Cc1cc(C(=O)Cc2ccccc2)c[nH]1
→ -7%	4%[9.22 µM]	-62%	9%	-11%	17%	7%[46 µM]
Cc1ccc(OCC(=O)OCCN2C(=O)c3ccccc3C2=O)cc1C
→ -2%	3%	nt	1%	0%	6%	-2%
O=C(O)CSc1nnc(-c2ccncc2)n1Cc1ccccc1
→ -5%	0%	-8%	3%	3%	2%	2%
O=C(Nc1ncc2c(n1)-c1ccccc1CC2)c1cccs1
→ 2%	?	-5%[10 µM]	7%	2%	-12%	30%[46 µM]
O=C(Nc1ccc(Cc2ccncc2)cc1)c1ccc(S(=O)(=O)N2CCCC2)cc1
→ 7%	11µM*	nt	-2%	-1%	3%	?
CCOC(=O)C1=C(C)N(c2ccc(C)c(C)c2)C(=O)/C1=C\c1ccco1
→ 2%	25%	-23%	-6%	-9%	-21%	?
COc1ccc(OCC(=O)N/N=C2/C=C(C)CC2)cc1
→ -7%	2%	12%	8%	1%	-9%	-6%[46 µM]

Gathered by group, the entries above containing a tert-butyl group (two)
Order of values – GAA spleen mod	HTT aggregate	HTT ATP protect	GAA inh	GAA glycogen mod	CBFb RUNX1 block	LMNA splice mod
Cn1nc(C(C)(C)C)c([N+](=O)[O-])c1C(N)=O
→ 0%	17%[9.22 µM]	-3%[10 µM]	nt	7%	5%	nt
CCOC(=O)c1cnn(-c2ccc(Cl)cc2)c1C1CCN(C(=O)OC(C)(C)C)CC1
→ -33%	-26%	-15%	?	0%	-5%	?

Next part.
Order of values – GAA spleen mod	HTT aggregate	HTT ATP protect	GAA inh	GAA glycogen mod	CBFb RUNX1 block	LMNA splice mod
Cc1cc(C)n(C(=O)CNC(=O)COc2ccccc2)n1
→ 7%	7%	-28%	-9%	2%	2%	4%
Cc1cccc(-n2ccnc2CN2CCN(C3CCCC3)C(CCO)C2)c1 (stereo not drawn)
→ 0%	21%[9.22 µM]	25%[10 µM]	nt	7%	3%	nt
CC(=O)c1c(COC(=O)c2ccncc2)nc2ccccc2[n+]1[O-]
→ 1%	-11%	-10%[0.074 µM]	-7%	-9%	-4%	1%
O=C1OCCN1C(=O)[C@H]1[C@H](c2ccc(Cl)cc2)C(c2ccc(F)cc2)=NN1c1ccc(Br)cc1
→ 9%	nt	-283%[inhibitor][40.3 µM]	nt	nt	?	nt
O=C(Nc1cccnc1)C1(c2ccc(Cl)cc2)CCCC1
→ 3%	17%[9.22 µM]	14%	-6%	5%	-2%	-14%
CN(C)NC1=CC(=[N+]2CCCC2)CC(C)(C)C1
→ -13%	-17%	-21%	-1%	?	16%	nt
CC(=O)Nc1ccc(S(=O)(=O)Nc2ccc(C)c([N+](=O)[O-])c2)cc1
→ -3%	-16%	2%	-2%	0%	3%	nt
Nc1ccccc1S(=O)(=O)O
→ 1%	nt	-8%	nt	nt	19%[21.7 µM]	nt
CC(=O)Nc1cccc(C(=O)/C=C/c2cccs2)c1
→ -1%	11%	12%[0.074 µM]	2%	-14%	-4%	?
CCn1c(SCC(=O)NCc2ccco2)nc2cccnc21
→ -2%	-15%	19%[10 µM]	3%	-1%	1%	-7%
CCOC(=O)c1ccccc1NC(=O)Cn1c(-c2nonc2N)nc2ccccc21
→ 2%	7%	-112%[inhibitor]	3%	-6%	1%	?
O=C(Nc1nc(-c2ccc(S(=O)(=O)N3CCCC3)cc2)cs1)C1COc2ccccc2O1 (stereo not drawn)
→ -6%	?	-2%[10 µM]	-10%	2%	-4%	?
O=C(CCn1nc(-c2ccc(Cl)cc2)ccc1=O)N1CCOCC1
→ -4%	10%	2%	8%	0%	-2%	4%[0.0737 µM]
CCCS(=O)(=O)N1CCN=C1SCc1cccnc1
→ 1%	-20%	-6%	-7%	-12%	5%	nt
O=C(O)c1ccc(S(=O)(=O)NC2CCCCC2)cc1
→ 0%	6%	-22%	0%	-18%	9%	-1%
CSc1ccccc1NC(=O)c1cc(-c2cccnc2)nc2ccc(Br)cc12
→ 0%	9%	-9%[10 µM]	4%	15%	?	?
COc1ccccc1NS(=O)(=O)c1cc(NC(=O)c2sc3cc(Cl)ccc3c2Cl)ccc1C
→ 6%	16%	-76%[inhibitor]	9%	-17%	16%	?
Cc1ccc(-c2nn(C)c(=O)c3ccccc23)cc1CN1CCCCC1
→ -1%	-4%[9.22 µM]	6%[10 µM]	nt	-5%	-2%	nt
CCN(CC)c1cc(-c2ccccc2)ncn1
→ -16%	1%	-6%[10 µM]	0%	-4%	2%	-15%
COc1ccc(C(=O)Nc2ccccc2C(=O)NCCN2CCOCC2)cc1
→ -6%	-7%	-30%[0.074 µM]	?	-9%	6%	9%
COc1ccccc1NC(=O)c1cc2c(=O)n(C)c3ccccc3c2n1C
→ 0%	-4%[9.22 µM]	-18%[10 µM]	nt	-6%	10%	nt
C=CCNC(=O)c1cc(Cl)ccc1[N+](=O)[O-]
→ 0%	9%	13%[10 µM]	5%	-3%	6%	-6%
CCOC(=O)C1=C(C)n2c(s/c(=C/c3cccc([N+](=O)[O-])c3)c2=O)=NC1c1ccc(O)c(OC)c1 (stereo not drawn)
→ -5%	?	-101%[inhibitor]	-3%	-8%	-8%	-14%
COc1ccc(NC(=O)c2cc3n(n2)C(C(F)(F)F)CC(c2ccco2)N3)cc1 (stereo not drawn)
→ 6%	-12%	-19%[10 µM]	0%	1%	8%	3%
C#CCOC(=O)Nc1ccc(OCC(F)(F)F)nc1
→ -9%	-1%[9.22 µM]	-3%[10 µM]	9%[15.4 µM]	-1%	4%	nt
Cc1cc(=O)n2[nH]c(C(=O)O)nc2n1
→ -3%	1%	-21%	-2%	-2%	4%	0%
Cc1ccn(C(CC(=O)c2ccc(Br)cc2)C(=O)O)n1 (stereo not drawn)
→ -5%	22%	-3%	-8%	-4%	2%	-1%
CC1=NN(C(=O)c2ccco2)C(O)(c2ccccc2)C1 (stereo not drawn)
→ 1%	-7%[9.22 µM]	9%[10 µM]	-1%[15.4 µM]	?	-2%	nt
COc1ccccc1-c1c(C(F)(F)F)oc2cc(OS(C)(=O)=O)ccc2c1=O
→ -12%	-25%	21%[10 µM]	-15%	0%	10%	?
Cc1ccc(C)c(N2CCN(C(c3ccc(N(C)C)cc3)c3nnnn3C(C)(C)C)CC2)c1 (stereo not drawn)
→ -4%	-19%	17%[10 µM]	1%	-12%	-8%	-6%
Cc1noc(NS(=O)(=O)c2ccc(NC(=O)CSc3n[nH]c(-c4ccccc4)n3)cc2)c1C
→ 5%	16%	-7%	6%	1%	?	2%
CCN(C(=O)CSc1nnc(C)n1Cc1ccccc1)C1CCS(=O)(=O)C1 (stereo not drawn)
→ 3%	11%	-27%	-5%	8%	14%	nt
